From PubChem
p53ts 39C kill = p53ts cell cytotoxicity, nonpermissive temperature. H1299-p53A138V viability at 39C, ATP luminescence, 24 h. Potency, µM (titrated, usually from 46.1 µM), inactives show at the highest dose activity change, negative = cell killing, most hits filed as cytotoxic. 130,000 compounds, 1.5% hits; also: nearly all actives have a fitted effect of over 55% in size
Imprint erasure = genomic imprint erasure induction | mouse ES Peg3-LacZ reporter, beta-gal luminescence, 40 h | Potency, µM (titrated, usually from 60.7 µM), for inactives: at the top dose activity change, positive = activation, usual class: activators | 110,000 compounds, 0.02% hits | AID 1948;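 also: 0% = negative control wells on the plate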
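Each well holds 300 Peg3LacZ-Neo (maternal) female ES cells incubated 40 h at 37C, 5% CO2. LacZ is measured by BetaGlo luminescence, with AC50 and maximum efficacy derived from dose-response curves.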
IkB signaling = suppresses IkB signaling in ABC-DLBCL reporter cells | Potency, µM (top dose mostly 57.1 µM), for inactives: at the top dose IkBa stabilization activation | ABC-DLBCL IkBa-CBG/CBR dual luciferase ratio, 4 h; response scale: scaled: untreated 0%, proteasome inhibitor 100% | 110,000 compounds, 0.04% hits | AID 445; active = well fitted curve in the direction sought with a large enough effect in the signal ratio, not every such curve was filed as active; inconclusive = small, poorly fitted or top-dose-only effect, or a change in a side signal; the % refers to the signal ratio;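 also: the direction sought is a rising ratio; 0% = basal untreated cells and 100% = reference inhibitor full response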
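Luminescence ratio of IκBα-fused green versus native red beetle luciferase in OCI-Ly3 cells, 4 h post-doxycycline with compound; red signal alone, scaled from basal (0%) to zero light (-100%), flagged nonspecific or cytotoxic effects.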
p53ts 32C kill = cytotoxicity in p53ts cells at permissive temperature; Potency, µM (highest dose often 46.1 µM), for inactives: top-dose activity change, negative = cytotoxicity, most hits filed as cytotoxic; H1299-p53A138V at 32C, ATP luminescence viability, 24 h; 130,000 compounds, 0.93% hits; AID 924;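 also: 0% = DMSO and -100% = full killing by reference compound; nearly all actives have a fitted effect of over 55% in size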
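Cells: H1299 p53ts (A138V), 600/well, pre-incubated 16–30 h at 37C. Cpd up to 46 uM, 24 h, 32C. Readout: ATPlite luminescence, 20 min RT. Normalization: DMSO vs tamoxifen 100 uM. AC50 by Hill equation.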
An asterisk follows results filed as active; u = inconclusive; x = not tested or not shown; & = joins results of further samples; ! = repeats disagree; [ ] = another dose, or the depositor's remark. Unless noted, calls follow the shape of the dose curve; as a rule, active = well fitted curve in the direction sought with a large enough effect; inconclusive = small, poorly fitted or top-dose-only effect, or another doubt; inactive = no such curve, though single readings can be large; an effect the other way counts as inactive or inconclusive. Unless noted, % is scaled to controls: 0 for no effect and ±100 for the full control effect; potency is read from the fitted curve at half-maximal effect.

Preview:
SMILES	p53ts 39C kill	Imprint erasure	IkB signaling	p53ts 32C kill
COc1cccc(-c2cc(C(=O)Nc3cc(C)nn3-c3ccccc3)no2)c1	-12%	-10%[10.9 µM]	2.9%	4%
COc1ccc(C(=O)N2CCCN(C)CC2)cc1S(=O)(=O)N1CCCc2ccccc21	-3%	-11%	0.5%	-12%
Cc1cccn2c(=O)c3cc(C(=O)NC(C)(C)C)n(C)c3nc12	-13%	-8%[10.9 µM]	-1.9%	-2%
O=C(O)c1c(F)c(F)c(F)c(F)c1-c1ccc(Cl)cc1	-9%	-10%	u	-11%
C/C=C/C(=O)Nc1nnc(C(C)C)s1	24%	x	x	2%
O=C(OCC(=O)N1CCCc2ccccc21)C1CCN(S(=O)(=O)c2cccs2)CC1	2%	-8%	-0.5%	13%
CSCCC(NS(=O)(=O)c1ccc2c(c1)oc(=O)n2C)C(=O)N1CCN(c2cc(C)ccc2C)CC1 (stereo not drawn)	12%	-5%[10.9 µM]	1.8%	12%

Results, from the first entry:
SMILES	p53ts 39C kill	Imprint erasure	IkB signaling	p53ts 32C kill
COc1cccc(-c2cc(C(=O)Nc3cc(C)nn3-c3ccccc3)no2)c1	-12%	-10%[10.9 µM]	2.9%	4%
COc1ccc(C(=O)N2CCCN(C)CC2)cc1S(=O)(=O)N1CCCc2ccccc21	-3%	-11%	0.5%	-12%
Cc1cccn2c(=O)c3cc(C(=O)NC(C)(C)C)n(C)c3nc12	-13%	-8%[10.9 µM]	-1.9%	-2%
O=C(O)c1c(F)c(F)c(F)c(F)c1-c1ccc(Cl)cc1	-9%	-10%	u	-11%
C/C=C/C(=O)Nc1nnc(C(C)C)s1	24%	x	x	2%
O=C(OCC(=O)N1CCCc2ccccc21)C1CCN(S(=O)(=O)c2cccs2)CC1	2%	-8%	-0.5%	13%
CSCCC(NS(=O)(=O)c1ccc2c(c1)oc(=O)n2C)C(=O)N1CCN(c2cc(C)ccc2C)CC1 (stereo not drawn)	12%	-5%[10.9 µM]	1.8%	12%
COc1ccc(OC)c(NC(=O)CS(=O)(=O)Cc2nc(-c3ccc(C)cc3)oc2C)c1	-9%	-6%[10.9 µM]	u	1%
COc1cc(-c2nc(S(=O)(=O)c3ccccc3)c(N3CCOCC3)o2)cc(OC)c1OC	5%	-8%	-0.6%	13%
CC(C)n1c(NCc2c[nH]c3ccccc23)nc2ccccc21	-11%	-11%	u	1%
CCCn1c(-c2ccc(F)cc2)nc2c(N(C)CCN(C)C)nc(C)nc21	0%	-9%	x	-4%
CN1CCc2[nH]nc(-c3n[nH]c4c3CN(C)CC4)c2C1	-3%[9.22 µM]	6%[10.9 µM]	0.9%[11.4 µM]	7%[9.22 µM]
COc1cc(S(=O)(=O)N2CCN(c3ccccc3F)CC2)ccc1Cl	3%	-19%	u	16%
CCc1ccc(NC(=O)CN(c2ccc(C)cc2)S(=O)(=O)c2c(C)nn(C)c2C)cc1	-7%	-5%[10.9 µM]	u	8%
COc1c(O)cc2oc3cc(O)c(CC=C(C)C)c(O)c3c(=O)c2c1CC=C(C)C	32µM*	-26%&-38%&-38%	1.1%[11.4 µM]	10µM*!
Cc1nn(CC(=O)NCc2cccnc2)c(=O)c2ccccc12	2%	-7%	4.9%	0%
COc1cccc(/C(O)=C2/C(=O)C(=O)N(CCN3CCOCC3)C2c2cccs2)c1 (stereo not drawn)	8%	-2%	-0.5%	2%
CC1(C)N=C(c2ccc(Cl)cc2)C(=O)N1	-21%	-3%	-2.6%	0%
COC(=O)c1ccccc1NC(=O)c1cccs1	-4%	5%	-1.6%	-1%
O=C(NCCc1ccccc1)c1cc2sccc2n1Cc1ccc(F)cc1	11%	-12%[10.9 µM]	0.6%	2%
O=C(CN1CCN(c2ccccn2)CC1)Nc1ccc(Oc2ccccc2)cc1	5%	-2%	u	-2%
CC(=O)c1ccc(N2C(=O)N(Cc3cc(C)ccc3C)c3ccccc3S2(=O)=O)cc1	-14%	-13%[10.9 µM]	0.4%	21%
Cc1cc(NC(=O)Cc2c(F)cccc2Cl)no1	5%	8%	-3.4%	7%
CN(C)c1ncc2ncc(=O)n(CCc3ccccc3)c2n1	-7%	-9%	-2.7%[11.4 µM]	0%
Nc1nnc(SCC(=O)NC2CCCCC2)s1	-6%	x	x	-9%
CC1S/C(=C(\C#N)C(=O)NCc2ccco2)N(c2ccc(F)cc2)C1=O (stereo not drawn)	-4%	-8%	0.2%	-3%
CCn1c(=O)cc(OCC(=O)O)c2ccccc21	1%	7%	2.3%	-1%
O=C(O)CSc1nnc(C2COc3ccccc3O2)n1-c1ccccc1 (stereo not drawn)	11%	-2%	2.0%	7%
CCN(CC)CCNC(=O)CN1C(=O)CSc2ccc(S(=O)(=O)N3CCOCC3)cc21	-7%	u	1.2%	6%
COc1ccc(Cc2nnc(NC(=O)c3c(-c4ccccc4)noc3C)s2)cc1OC	1%	-9%	-3.3%	4%
Cc1ccc(-c2nnc(Nc3cccc(C(F)(F)F)c3)c3ccccc23)cc1S(=O)(=O)N1CCOCC1	1%	-24%[10.9 µM]	u	5%
O=C(CN1C(=O)c2ccccc2C1=O)[C@@H](O)CN1C(=O)c2ccccc2C1=O	-2%[9.22 µM]	2%[10.9 µM]	0.8%[11.4 µM]	-2%[9.22 µM]
CSc1cccc(NC(=O)CN(C)S(=O)(=O)c2ccccc2)c1	-5%	-12%	0.8%	-6%
CCC(=O)N1CCc2cc(Br)cc(S(=O)(=O)CCC(=O)NCc3cccc(OC)c3)c21	32%[activator]	-5%[10.9 µM]	u	4%
Cc1nnc2n(CCc3ccccc3)c(=O)c3c4c(sc3n12)CCCC4	7%	-8%	2.4%	-9%
COc1ccccc1N(CC(=O)NCCSC(C)(C)C)S(C)(=O)=O	6%	0%	1.0%	-5%
Cc1ccc(Cn2c(=O)n(Cc3nc(-c4ccccc4)no3)c(=O)c3cc4c(cc32)OCO4)cc1	-21%	22%[10.9 µM]	1.5%	0%
COc1ccc(NC(=O)C2CC(=O)OC2(C)C)cc1 (stereo not drawn)	10%	11%	-0.3%	-1%
CC(=O)NCCc1ccc(S(=O)(=O)N(C)C2CCS(=O)(=O)C2)cc1 (stereo not drawn)	-2%	-2%	0.4%	5%
O=C(COC(=O)C1CCCO1)Nc1cccc(C(F)(F)F)c1 (stereo not drawn)	9%	-7%	0.3%	21%
CC(C)C1O/C(=N/C(=O)Nc2ccc(Cl)c(Cl)c2)NC1=O (stereo not drawn)	-15%	-4%	0.3%	3%
CC(C)(C)NC(=O)CN(C(=O)C1(C)CC(=O)N=C2C=CC=CN21)C1CCCC1 (stereo not drawn)	-2%	1%	-0.1%	0%
CCN1CCN(C(=O)CSCc2nc(-c3ccc(OC)c(OC)c3)oc2C)CC1	3%	-10%	-2.9%	1%
CCN1CCN(c2nc(C)nc3c2sc(=S)n3C)CC1	-3%	-1%	-2.2%	0%
CCOc1ccc(N(CC(=O)NCc2ccc(F)cc2)S(=O)(=O)c2c(C)noc2C)cc1	-15%	-8%	2.3%	0%
COc1ccccc1NC(=O)NCCN1CCN(c2cccc(Cl)c2)CC1	1%	-12%[10.9 µM]	4.3%	-9%
Cc1ccc(S(=O)(=O)NCCC(=O)NC2CCCC2)cc1	5%	-1%	-1.3%	-6%
COc1ccc2occ(NC(C)=O)c2c1	3%	x	4.8%	-2%
CCn1c(=O)cc(SCC(=O)Nc2ccc(C)c(F)c2)c2ccccc21	u	-9%[10.9 µM]	u	-6%
Cc1c(C#N)c(SCC(N)=O)nc2c1CCCC2	-3%	-3%	0.2%	-1%
CCOC(=O)C(NC(C)=O)(OCc1ccc(F)cc1)C(F)(F)F (stereo not drawn)	7%	u	-0.8%	24%
CCOCCn1c(CN2CCN(c3ccc(F)cc3)CC2)nc2c1c(=O)n(C)c(=O)n2C	8%	x	4.9%	-18%
CCCc1cc(=O)n2[nH]c(-c3ccc(C)cc3)cc2n1	-23%	-12%	16%	-21%
O=C(c1ccccc1)N(Cc1ccc(F)cc1)C1CCS(=O)(=O)C1 (stereo not drawn)	10%	-3%	2.8%	5%
Cc1ccc2nc(COc3ccccc3NC(=O)COc3ccccc3Cl)cc(=O)n2c1	-15%	6%[10.9 µM]	-1.5%	-7%
Cc1cccn2c(=O)c(C(=O)NC(C)c3ccccc3)c(O)nc12 (stereo not drawn)	7%	u	u	5%
O=c1[nH]c(SCc2c(Cl)c(Cl)c(Cl)c(Cl)c2Cl)nc(=S)[nH]1	-1%[9.22 µM]	-8%[10.9 µM]	0.4%[11.4 µM]	-15%[9.22 µM]
CCN(CC(=O)NCc1ccc(F)cc1)Cc1nc2ccccc2c(=O)[nH]1	4%	-6%	0.8%	1%
COc1ccc(CNc2oc(-c3ccc(COc4ccc(Cl)cc4)o3)nc2C#N)cc1	-9%	-8%[10.9 µM]	-0.4%	4%
CCCC(=O)N(c1ccc(OCC)cc1)C1C=CS(=O)(=O)C1 (stereo not drawn)	2%	-2%	-0.9%	20%
(continued)
SMILES	p53ts 39C kill	Imprint erasure	IkB signaling	p53ts 32C kill
CCc1ccccc1-n1c(SCC(=O)Nc2ccc3c(c2)OCCO3)nc2[nH]ncc2c1=O	10%	-2%	-2.0%	-2%
COCCNC(=O)C1CCN(S(=O)(=O)N2CCC3(CC2)OCCO3)CC1	-1%	-5%	0.7%	3%
O=C(c1ccc2c(c1)N(Cc1ccccc1)C(=O)c1ccccc1S2(=O)=O)N1CCCCCC1	-29%	-11%[10.9 µM]	u	12%
OCCn1c(SCCOc2ccccc2F)nc2ccccc21	4%	-9%	3.5%	-8%
CC(=O)OCC(=O)[C@@]1(O)CCC2C3CCC4=CC(=O)CC[C@@]4(C)[C@]3(F)C(O)C[C@]21C (stereo partly drawn)	7%	-4%	x	-5%
CC1CCN(S(=O)(=O)c2ccc(Cl)cc2)CC1	-2%	-10%	0.1%	2%
COc1ccc(-c2nc(SCC(=O)NC3CCCC3)c(-c3ccc(F)cc3)[nH]2)cc1OC	4%	-5%[10.9 µM]	u	7%
COc1ccc(NC(=O)CSc2nnc(Cc3cccn3C)n2-c2ccc(OC)cc2)cc1	-1%	-14%	-2.3%	-2%
O=C(Nc1ccccc1C(F)(F)F)c1ccc2oc(=O)c(S(=O)(=O)c3ccc(F)cc3)cc2c1	13µM*	-6%[10.9 µM]	u	10µM*
CCOC(=O)c1ccccc1NC(=O)c1sc2nc3n(c(=O)c2c1C)CCCC3	-10%	-8%[10.9 µM]	u	1%
Cc1cc(C)nc(-n2nc(C)cc2NC(=O)c2cc(=O)c3ccccc3o2)n1	0%	11%	-0.5%	1%
Cc1cccc(NS(=O)(=O)c2c(C)nc3sccn3c2=O)c1C	-11%	-10%[10.9 µM]	-1.0%	0%
CCOC(=O)c1oc2ccc(S(=O)(=O)N3CCC(C)CC3)cc2c1C	-14%	17%	0.3%	1%
O=S1(=O)CCC(SCc2nc3sccn3c2Br)C1 (stereo not drawn)	-1%	6%	0.6%	-1%
CC1CCN(CC(=O)Nc2ccccc2-c2ccccc2)CC1	25%	x	x	-3%
c1csc(C2C3=C(Nc4ncnn42)c2ccccc2OC3)c1 (stereo not drawn)	-5%	-17%	0.4%	3%
CCN(CC)c1cc(C)c2cc(NC(=O)/C=C/c3ccccc3OC(C)C)ccc2n1	22%	-9%[10.9 µM]	0.3%	0%
COc1cccc(Cn2c(=O)n(-c3ccccc3C)c(=O)c3c2c2cc(C)ccc2n3C)c1	u	-9%[10.9 µM]	-0.4%	u
COc1ccc(-n2nc3ccc(NC(=O)c4cc5ccccc5o4)cc3n2)cc1Cl	12%	-15%[10.9 µM]	39%	-1%
CCCc1nn2c(=O)cc(COc3ccc(/C=C(\C#N)C(=O)Nc4ccccc4)cc3)nc2s1	-1%	-7%[10.9 µM]	1.1%	4%
O=C1c2oc3ccccc3c(=O)c2C(c2ccc(Cl)cc2)N1c1ncccn1 (stereo not drawn)	-9%	2%	2.4%	6%
Cc1ccc(C(=O)Nc2c(C)nc3ccccn3c2=O)cc1	-21%	4%[10.9 µM]	-0.9%	-15%
Cc1noc(-c2ccc(-c3noc(-c4cccc(Cl)c4)n3)cc2)n1	-15%	18%[10.9 µM]	0.5%	4%
COC(=O)c1ccc2c(=O)n(NC(C)=O)c(=S)[nH]c2c1	15%	10%	0.4%	7%
